Bioassay records as filed in PubChem BioAssay.
Giardia kill – kills Giardia lamblia | activity change, % at 7.66 µM, hits read low | AID 540267 | Giardia lamblia trophozoite viability | 340,000 compounds, 0.15% hits; in the data active = activity change below about -80%; inconclusive = between about -30% and that limit;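 note: parasites exposed to compound for two days anaerobically before the ATP read; % is set by controls: 0 for no effect and ±100 for the full control effect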
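Killing of trophozoites was scored by loss of ATP luminescence after a 48 hrs anaerobic exposure to compounds at 37 deg C, using 100 cells per well.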
TCR act – activates T cell receptor signaling | primary human leukocytes, anti-CD3, IL-2 HTRF, 48 h | Potency, µM (series often up to 9.22 µM), inactives show at the highest dose activation of IL-2 secretion, most hits filed as activators | 330,000 tested, under 10 active | AID 504894; active = well fitted activation curve with a large enough effect; inconclusive = small, poorly fitted or top-dose-only effect, or another doubt; inactive = no such curve, though single readings can be large or run the other way; note: % of control where 0% means no effect
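Compounds are tested in HTS on primary human leukocytes co-incubated with a-CD3 beads for 48 hr. IL-2 output is measured by time-resolved FRET.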
KCNH2 WT inh – KCNH2 (human, wildtype) channel inhibition; U2OS, BacMam KCNH2, thallium flux FluxOr; stronger effect = lower value; AID 720551; 340,000 compounds, 0.37% hits; activity change, % at 1.84 µM;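 active = maximum activity change below -70%; inconclusive = maximum activity change between -70% and -50%; inactive = maximum activity change above -50%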; note: % is set by controls: 0 for no effect and ±100 for the full control effect
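U2OS cells were transduced with wild-type KCNH2 virus (2.03 x 10^8 / mL) for 4 h at room temperature, then cultured overnight at 37 C. Thallium flux was read with FluxOr dye. Rate constants were normalized to DMSO controls.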
Starred values were filed as active, the others as inactive; u = inconclusive. Some of the compounds tested (hit frequency here may not be typical).

SMILES | Giardia kill | TCR act | KCNH2 WT inh
CN1C(=O)N(C)C(=O)C(NS(=O)(=O)c2ccc(N)cc2)(c2ccccc2)C1=O | -29 | -7% | 2
CCS(=O)(=O)NCc1nnc2n1-c1ccc(Br)cc1C(c1ccccc1Cl)=NC2 | -30 | 10% | -3
Cn1c(=O)[nH]c2nncnc2c1=O | -5 | -2% | 0
CC(=O)C1CCC2C3C(N4CC4)CC4=CC(=O)CCC4(C)C3CCC12C (configuration not stated) | 4 | -2% | -12
O=C(N1CCCCCC1)N1CC1 | -7 | -3% | -8
CCOP(=O)(Nc1ccc2c(c1)C(=NNC(N)=S)c1ccccc1-2)OCC | 8 | -6% | -16
C=C1C(C)C2C(Cc3ccccc3)NC(=O)C23C(OC(C)=O)C=CC(C)(O)CC(C)CC=CC3C1O (configuration not stated) | 5 | 12% | -14
CCC1(O)CCC2C3CCC4=CC(=O)CCC4C3CCC21CC (configuration not stated) | -12 | 1% | -3
O=[N+]([O-])c1[nH]cnc1Br | -10 | 2% | -8
O=C1NC(=O)C(CCOc2ccccc2)(CCc2ccccc2)C(=O)N1 | 5 | -2% | -7
c1ccc(C(c2ccccc2)c2ccncc2)cc1 | 3 | -3% | -3
CCS(=O)(=O)CCSP(=O)(OC)OC | -4 | -1% | -3
Cc1cc(N(CCCl)CCCl)ccc1C=NNC(=O)c1cccnc1 | -7 | -3% | 3
COc1ccccc1C1=NCc2nnc(CSC)n2-c2ccc(Cl)cc21 | 19 | -2% | 6
O=P(N1CC1)(N1CC1)N1CCc2ccccc21 | -10 | -6% | 5
COC1=CC(=O)OC(CCc2ccc3c(c2)OCO3)C1 (configuration not stated) | 2 | -6% | 2
COC(=O)C1=C(c2ccc(S(C)(=O)=O)cc2)C[C@@H]2CC[C@H]1N2C(=O)NCCNC(C)=O | -6 | 2% | -8
CC1C(c2ccccc2)OCCN1C (configuration not stated) | 14 | -1% | 17
O=C1NC(=S)SC1=Cc1ccc(N(CCCl)CCCl)cc1 | 5 | -1% | -13
CC1(C)CN=C(NCc2ccccc2)S1 | 12 | -1% | -4

An excerpt of these results, with values under each structure.
Screens in order: Giardia kill | TCR act | KCNH2 WT inh
CC1C(c2ccccc2)OCCN1C (configuration not stated)
    14 | -1% | 17
COC1=CC(=O)OC(CCc2ccc3c(c2)OCO3)C1 (configuration not stated)
    2 | -6% | 2
c1ccc(C(c2ccccc2)c2ccncc2)cc1
    3 | -3% | -3
COC(=O)C1=C(c2ccc(S(C)(=O)=O)cc2)C[C@@H]2CC[C@H]1N2C(=O)NCCNC(C)=O
    -6 | 2% | -8

The listing continues:
SMILES | Giardia kill | TCR act | KCNH2 WT inh
COc1cc2oc(=O)c(CC(=O)N3C[C@H]4C[C@@H](C3)c3cccc(=O)n3C4)c(C)c2cc1Cl | -23 | -1% | 1
COC(=O)C1=C(c2ccc(S(C)(=O)=O)cc2)C[C@@H]2CC[C@H]1N2C(=O)NC(C)C | -22 | -4% | 1
CC12C=CC(=O)C=C1CCC1C2C(=O)CC2(C)C(=O)CCC12 (configuration not stated) | -3 | 2% | -4
CCCC1(CC(C)C)C(=O)NC(=S)NC1=O | -10 | 1% | 32
O=C1CC23c4ccccc4N4C(=O)CC5OCC=C6CN1C2CC6C5C43 (configuration not stated) | 1 | -1% | 16
Cc1ccc(CN2CCC3CCC(C3)C2)c(O)c1 (configuration not stated) | 8 | -2% | 5
COc1cc(C2c3cc(O)c(OC)cc3CC3C(=O)OCC32)ccc1O (configuration not stated) | 16 | -6% | 2
CC1=CC(O)C(O)C2(C)C1CC1OC(=O)C(O)C3C(C)C(O)C4(O)OCC13C42 (configuration not stated) | -7 | -2% | 11
CCCCC1(CCC)C(=O)NC(=S)NC1=O | -5 | -6% | 1
CCCNC(=O)N1[C@H]2CC[C@@H]1C(C(=O)OC)=C(c1cc3ccccc3o1)C2 | 26 | 2% | 5

Sorted by molar mass (high to low): part of the list above
SMILES | Giardia kill | TCR act | KCNH2 WT inh
COc1cc2oc(=O)c(CC(=O)N3C[C@H]4C[C@@H](C3)c3cccc(=O)n3C4)c(C)c2cc1Cl | -23 | -1% | 1
COC(=O)C1=C(c2ccc(S(C)(=O)=O)cc2)C[C@@H]2CC[C@H]1N2C(=O)NC(C)C | -22 | -4% | 1
COc1cc(C2c3cc(O)c(OC)cc3CC3C(=O)OCC32)ccc1O (configuration not stated) | 16 | -6% | 2

(cont.)
SMILES | Giardia kill | TCR act | KCNH2 WT inh
COC(=O)C1=C(c2ccc(S(C)(=O)=O)cc2)C[C@@H]2CC[C@H]1N2C(=O)N1CCCC1 | 9 | 12% | -29
CC[C@H]1CC2CN3CCc4c([nH]c5ccccc45)C(C(=O)OC)(C2)C13 (some centres not stated) | 16 | 4% | 0
S=P(N1CCOCC1)(N1CC1)N1CC1 | -10 | 0% | 1
CC1CCCCC12C(=O)NC(=O)NC2=O (configuration not stated) | 2 | 0% | -7
CCOC(=O)c1ccccc1NC(=O)c1c(O)[nH]c(=S)[nH]c1=O | 17 | 2% | 12
CC1CN1P(=S)(c1ccccc1)N1CC1C (configuration not stated) | -13 | -1% | 1
O=C1NC2C(O)C(O)C(O)C(O)C2c2cc3c(c(O)c21)OCO3 (configuration not stated) | 1 | 0% | 47
c1ccc2c(c1)[IH]c1ccccc1-2 | -98* | -2% | 0
CCCCCCCCCCOC(=O)CCN1CC1 | 0 | -6% | -10
CC1C(c2cccs2)=[N+]([O-])C(C)(C(=O)c2ccc(Cl)cc2)N1O (configuration not stated) | -3 | 0% | -8

Complete entries, looked up by structure. Order of values: Giardia kill	TCR act	KCNH2 WT inh
Entry for O=C1NC2C(O)C(O)C(O)C(O)C2c2cc3c(c(O)c21)OCO3 (configuration not stated) → 1	0%	47
Entry for CCOC(=O)c1ccccc1NC(=O)c1c(O)[nH]c(=S)[nH]c1=O → 17	2%	12

Additional entries:
SMILES | Giardia kill | TCR act | KCNH2 WT inh
CCC1CN1P(=S)(N1CC1CC)N1CC1CC (configuration not stated) | -6 | 11% | -8
OCC1CN1C1CCCCC1 (configuration not stated) | 7 | -4% | -1
CC(N)Cc1c[nH]c2ccc(Cl)cc12 (configuration not stated) | 5 | -3% | -3
CCN1C[C@]2(CO)CC[C@H](OC)[C@@]34C5C[C@H]6[C@H](OC)C5[C@](O)(C[C@H]6OC)[C@@H](C(OC)C23)[C@@H]14 (some centres not stated) | 11 | -1% | 4
CCOC(=O)[C@]12Cc3cc(N(C)C)ccc3[C@H]1N(Cc1ccccc1)C(=O)c1ccccc12 | 4 | 4% | -13
CC(=O)OC1CCC2(C)C(CCC3C2CC(=O)C2(C)C3CC(N3CC3)C2C(C)=O)C1 (configuration not stated) | -8 | 5% | 11
O=Cc1cn(Cc2c(F)cccc2Cl)nc1-c1ccccc1 | 2 | 4% | -23
CCCCC1(CC)COP(=O)(OCC(Cl)(Cl)Cl)OC1 (configuration not stated) | 22 | 5% | 7
C/C(=N/O)c1ccc2ccc3ccccc3c2c1 | -26 | -1% | -1
Cc1ccc2c(c1)C(c1ccccc1)=NCC(=O)N2C | -14 | -73% | 6
O=[N+]([O-])c1c(Cl)c(Cl)c(Cl)c(Cl)c1Cl | 0 | -2% | 4
CC(NC(=O)N1CC1(C)C)c1ccccc1 (configuration not stated) | 2 | -18% | -8
COCC(=O)N1Cc2ccccc2-n2nncc2C1 | 17 | -3% | 0
C/C(=N\NC(=O)c1ccncc1)c1c(O)[nH]c(=O)[nH]c1=O | -22 | 1% | -6
CN(C)CCSCc1nnc2n1-c1ccc(Cl)cc1C(c1ccccc1Cl)=NC2 | -5 | 5% | -32
COC(=O)C1=C(c2ccc(S(C)(=O)=O)cc2)C[C@@H]2CC[C@H]1N2C(=O)NCc1cccc2ccccc12 | -11 | 7% | 3
Cc1cc(-c2ccc(N)c(C)c2)ccc1N | 23 | 9% | 0
COC(=O)C1=C(c2cccc(OC)c2OC)C[C@@H]2CC[C@H]1N2C(=O)NCCNC(C)=O | 16 | -2% | 0
C[C@]12CCC3C(CC[C@H]4C[C@H](O)CC[C@]34C)C1C[C@@H](O)[C@H]2O (some centres not stated) | -2 | -3% | 1
C=Cc1cc(OC)c2c(c1)c(=O)oc1c2cc(OC)c2c(O)ccc(C3OC(C)C(O)C(C)(O)C3O)c21 (configuration not stated) | -7 | 0% | -23
COC(=O)C12OCC34C(CC5C(C)=C(O)C(=O)CC5(C)C3C(O)C1O)OC(=O)C(OC(=O)/C=C(\C)C(C)C)C24 (configuration not stated) | u | 12% | -17
CC1OC(OC2C(O)CC(OC3C(O)CC(OC4CCC5(C)C(CCC6C5CCC5(C)C(C7=CC(=O)OC7)C(O)CC65O)C4)OC3C)OC2C)CC(O)C1O (configuration not stated) | 2 | -2% | -6
Cc1ccc(C2C(=O)NC(=O)NC2=O)cc1 | -27 | -4% | -22
CC(Cc1ccccc1)N(C)CC1C(=O)C2CCC1C2 (configuration not stated) | 12 | -7% | 54
COc1ccc(CN(CCc2c[nH]c3ccccc23)Cc2ccc(OC)cc2)cc1 | 1 | 1% | -43
CN(C)Cc1c[nH]c2cc([N+](=O)[O-])ccc12 | -5 | 14% | 0
CCN1C[C@]2(COC)CC[C@H](OC)[C@@]34C5C[C@H]6C(=O)C5[C@](O)(C[C@H]6OC)[C@@](O)(C(OC)C23)[C@@H]14 (some centres not stated) | -18 | 4% | -2
COC1C(O)C(C)OC(OC2C(Oc3cccc4c(O)c5c(=O)oc6ccc(C)c7c(=O)oc(c34)c5c67)OC(C)C(O)C2O)C1O (configuration not stated) | 4 | 6% | -2
COC(=O)C1=C(c2ccccc2)C[C@@H]2CC[C@H]1N2C(=O)NCCNC(C)=O | 0 | -2% | -8
CC12CCC(O)CC1CCC1C2CCC2(C)C(C3=CC(=O)OC3)C(O)CC12O (configuration not stated) | -19 | 2% | -17
